Mcl-1 Bim block = disrupts Bim peptide binding to human Mcl-1; Q07820; Bead-based flow cytometry, Bim peptide-Mcl-1 binding; inhibition, % at 10 µM; hit rate 0.1% among 190,000; in the data active means inhibition above about 40%;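 further: 0% = no compound tracer wells and 100% = peptide blocker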
GSH fluor = GSH bead compound fluorescence profile | GSH beads flow cytometry, compound fluorescence 488/530 nm; stronger effect = higher value | fluorescence (KMESF) at 10 µM | hit rate 0.25% among 190,000; in the data active means fluorescence above about 89;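 further: glutathione beads carrying GST-tagged Bcl family fusion proteins plus one bare bead set; values are compound well signal with DMSO vehicle wells as background; inactives centre near 16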
RGS4-Gao reg = modulates binding of RGS4 to human Galphao; P09471; Multiplexed bead flow cytometry; actives lie on both sides; binding response (% of control), % at 10 µM; hit rate 0.33% among 220,000; in the data active means binding response below about 49% or above about 150%; inactive means in between;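 further: fluorescent Galphao activated with aluminum fluoride binding bead-coupled RGS4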
Target sequence (P09471 whole entry, looked up): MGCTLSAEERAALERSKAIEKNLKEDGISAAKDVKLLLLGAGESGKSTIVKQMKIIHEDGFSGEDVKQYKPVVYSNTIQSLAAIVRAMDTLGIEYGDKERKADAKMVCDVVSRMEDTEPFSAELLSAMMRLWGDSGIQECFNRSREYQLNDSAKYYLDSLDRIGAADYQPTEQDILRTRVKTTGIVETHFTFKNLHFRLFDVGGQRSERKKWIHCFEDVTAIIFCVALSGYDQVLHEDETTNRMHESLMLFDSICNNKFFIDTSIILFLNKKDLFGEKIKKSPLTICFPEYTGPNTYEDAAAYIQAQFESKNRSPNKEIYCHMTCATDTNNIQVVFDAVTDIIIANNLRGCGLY
ABCB1 block = inhibitors of human ABCB1 transporter, ABCG2 counter-screen. inhibition, % at 6.6 µM. P08183. CCRF-Adr cells, JC-1 efflux, flow cytometry. hit rate 0.067% among 190,000. AID 1326; in the data active means inhibition above about 40%;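 further: 0% = vehicle and 100% = reference inhibitor; higher value means more JC-1 retained so stronger ABCB1 efflux block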
ABCG2 block = inhibitors of human ABCG2 transporter, ABCB1 counter-screen | Q9UNQ0 | IgMXP3 cells, JC-1 efflux, flow cytometry | inhibition, % at 6.6 µM | hit rate 0.1% among 190,000;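 active means inhibition above 80%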;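 further: 0% = DMSO and 100% = nicardipine control wells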
Target sequence (Q9UNQ0 whole entry, looked up): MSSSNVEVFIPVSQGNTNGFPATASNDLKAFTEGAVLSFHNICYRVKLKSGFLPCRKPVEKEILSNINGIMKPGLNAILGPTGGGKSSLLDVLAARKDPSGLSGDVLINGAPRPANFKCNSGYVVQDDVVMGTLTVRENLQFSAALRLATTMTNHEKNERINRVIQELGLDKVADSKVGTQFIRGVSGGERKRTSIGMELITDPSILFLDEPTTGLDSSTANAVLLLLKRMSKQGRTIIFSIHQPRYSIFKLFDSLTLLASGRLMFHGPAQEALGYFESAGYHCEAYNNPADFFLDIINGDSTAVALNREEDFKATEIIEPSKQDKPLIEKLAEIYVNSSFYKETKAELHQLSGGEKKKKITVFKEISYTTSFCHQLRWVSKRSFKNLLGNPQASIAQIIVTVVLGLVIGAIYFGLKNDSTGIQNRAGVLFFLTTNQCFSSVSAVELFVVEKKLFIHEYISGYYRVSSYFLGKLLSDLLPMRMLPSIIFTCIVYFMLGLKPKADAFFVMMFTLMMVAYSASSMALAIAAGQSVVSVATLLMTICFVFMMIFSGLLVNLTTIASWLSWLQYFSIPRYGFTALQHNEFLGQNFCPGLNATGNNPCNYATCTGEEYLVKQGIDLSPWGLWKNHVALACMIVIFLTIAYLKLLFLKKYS
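material = IgMXP3 (ABCG2) plus far-red-tagged CCRF-Adr (ABCB1) cells | amount = 3 million cells/mL, equal mix of both lines | also added = JC-1 transporter substrate | dosing = one concentration, 6.6 µM final | schedule = 10 min at 25 °C | measured by = flow cytometric JC-1 green MFI at 530 nm | read-out basis = percent efflux inhibition, scaled nicardipine 100% to DMSO 0%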
Avidin fluor = compound fluoresces at 488/530 nm on avidin beads | compound fluorescence 488/530 nm, flow cytometry; stronger effect = higher value | fluorescence (KMESF) at 10 µM | hit rate 0.38% among 220,000 | AID 1775; in the data active means fluorescence above about 47; further: inactives centre near 10
RGS8-Gao reg = regulators of human RGS8-Galphao interaction | P09471 | multiplexed bead flow cytometry, RGS8-Galphao binding; actives lie on both sides | response (percent of control binding), % at 10 µM | hit rate 0.34% among 220,000; in the data active means response below about 60% or above about 140%; inactive means in between;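 further: Galphao activated as the GDP aluminium fluoride complex binding bead-coupled RGS8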
Mcl1-Bid inh = Mcl-1/Bid interaction inhibition | TR-FRET Mcl-1/Bid-Dy647 peptide binding, 1536-well | inhibition, % at 21.7 µM | hit rate 0.97% among 220,000 | Q07820;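 active means compounds that cut the binding signal by more than half at the single screening dose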;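 further: His-tagged Mcl-1 with europium anti-His antibody binding Bid BH3 peptide; 0% = Mcl-1 plus peptide wells and 100% = peptide-only wells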
Mcl1-Noxa inh = disrupts binding of human Mcl-1 to Noxa peptide | Q07820 | TR-FRET Mcl-1/Noxa peptide binding, 2 h | inhibition, % at 21.7 µM | hit rate 1.5% among 220,000;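 active means compounds that cut the protein-peptide binding signal by more than 50% relative to plate controls in a single-dose test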;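 further: His-tagged Mcl-1 with rhodamine Noxa BH3 peptide and terbium anti-His antibody; 0% = Mcl-1 plus Noxa peptide wells and 100% = peptide-only wells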
Pf gamet viab = inhibitors of late stage P. falciparum gametocyte viability; P. falciparum stage V gametocytes, ATP luminescence, 24 h; inhibition, % at 10.9 µM; hit rate 0.065% among 150,000; AID 743093;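 active means inhibition above the mean plus 3 SD of compounds within the control limits, set per campaign, cut at about 38% in these data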;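 further: 0% = DMSO wells and 100% = medium only without gametocytes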
RGS7-Gao reg = modulates binding of RGS7 to human Galphao; P09471; binding response (% of control), % at 10 µM; Multiplexed bead flow cytometry; actives lie on both sides; hit rate 0.35% among 220,000; in the data active means binding response below about 49% or above about 150%; inconclusive means no clear call, values can overlap the other calls; inactive means in between;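 further: fluorescent Galphao held in activated GDP-AlF4 state binding bead-coupled RGS7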
Numbers without * were called inactive; u = inconclusive; x = not tested or not shown.

The first three entries, to show the layout:
Order of results – Mcl-1 Bim block	GSH fluor	RGS4-Gao reg	ABCB1 block	ABCG2 block	Avidin fluor	RGS8-Gao reg	Mcl1-Bid inh	Mcl1-Noxa inh	Pf gamet viab	RGS7-Gao reg
1	CC(NC(=S)NNS(=O)(=O)c1ccc(C(C)(C)C)cc1)c1ccccc1 (stereo not given)
 : x	x	102	x	x	6	104	-60	-18	8	u
2	Cc1ccc(C(OC(=O)c2ccco2)C(=O)NC2CCCCC2)cc1 (stereo not given)
 : -3	12	97	0.4	2	44	96	-1	-8	5	97
3	O=C(Cc1cccs1)Nc1cccc(C(=O)Nc2ccc(C(=O)O)cc2)c1
 : 0	19	103	0.1	0	8	101	-9	9	-21	98

The list itself, repeating the preview:
Order of results – Mcl-1 Bim block	GSH fluor	RGS4-Gao reg	ABCB1 block	ABCG2 block	Avidin fluor	RGS8-Gao reg	Mcl1-Bid inh	Mcl1-Noxa inh	Pf gamet viab	RGS7-Gao reg
1	CC(NC(=S)NNS(=O)(=O)c1ccc(C(C)(C)C)cc1)c1ccccc1 (stereo not given)
 : x	x	102	x	x	6	104	-60	-18	8	u
2	Cc1ccc(C(OC(=O)c2ccco2)C(=O)NC2CCCCC2)cc1 (stereo not given)
 : -3	12	97	0.4	2	44	96	-1	-8	5	97
3	O=C(Cc1cccs1)Nc1cccc(C(=O)Nc2ccc(C(=O)O)cc2)c1
 : 0	19	103	0.1	0	8	101	-9	9	-21	98
4	CN(C)/C=C/C(=O)C(F)(F)F
 : 0	14	91	1.6	0	9	95	-5	12	-26	94
5	Cc1cccc(C(=O)O/N=C(\c2ccccc2)c2cccnc2)c1
 : -6	10	101	-0.5	-1	5	103	-6	5	-8	100
6	COC(=O)c1cccc(COC(=O)c2cccnc2SC)c1
 : -3	17	100	0.8	3	25	113	-15	-6	x	105
7	Cc1ccc(C(=O)CN(C(=O)c2ccc(Cl)c(Cl)c2)N2C(=O)C3CCCCC3C2=O)cc1 (stereo not given)
 : 0	11	99	1.0	4	12	100	1	18	x	98
8	O=C(NCCCN1CCOCC1)c1sc2cc([N+](=O)[O-])ccc2c1Cl
 : -5	17	100	-0.3	4	6	75	-33	31	x	u
9	CNS(=O)(=O)c1cc(C(=O)O)ccc1OC
 : 0	11	100	0.6	3	11	104	-8	16	9	98
10	CC(C)CCNC(=O)c1ccc2c(c1)ncn2C1CCCCC1
 : -2	12	98	0.3	1	34	100	-11	-1	29	102
11	O=C(COC(=O)c1ccccc1NC(=O)c1ccco1)NCc1ccc2c(c1)OCO2
 : 0	25	89	0.4	3	17	96	-5	-17	x	91
12	COc1ccc(OCCNC(=O)C(c2ccccc2)c2ccccc2)cc1
 : 1	14	90	0.3	1	5	91	-6	-11	x	99
13	N#Cc1c2n(c3c(=O)n(Cc4ccccc4)cnc13)CCCC2
 : -1	40	81	0.7	3	6	92	-13	9	x	82
14	O=C(Nc1ccccc1F)C1CCCN(S(=O)(=O)c2ccccc2)C1 (stereo not given)
 : 0	15	93	0.6	1	9	97	0	-6	-25	93
15	CN1CCN(Cc2nc3ccccc3c(=O)n2Cc2nc(-c3ccc([N+](=O)[O-])cc3)cs2)CC1
 : -7	11	99	2.6	1	25	101	12	31	10	97
16	CC(C)C(=O)Nc1ccc(NC(=O)c2ccccc2Cl)nc1
 : 0	5	96	0.3	2	10	100	-14	2	9	96
17	CCCC(=O)Nc1sc2c(c1C#N)CCCC2
 : 0	4	100	0.2	2	7	102	-15	-16	4	100
18	CS(=O)(=O)c1ccc(N2CCN(C3CC(=O)NC3=O)CC2)cc1 (stereo not given)
 : -2	19	97	0.7	2	8	99	-3	0	x	104
19	COC(=O)CNC(=O)c1sc2ncn(CC(=O)Nc3ccc(C)c(Cl)c3)c(=O)c2c1C
 : 0	14	97	-0.2	1	11	98	-4	14	14	100
20	Cc1cc(C(=O)N/N=C/c2c(C)nn(-c3ccccc3)c2C)c(C)o1
 : x	x	85	x	x	7	93	-49	7	20	u

5 compounds from above, limited to Mcl1-Bid inh and Mcl1-Noxa inh:
nr	canonical_smiles	Mcl1-Bid inh	Mcl1-Noxa inh
12	COc1ccc(OCCNC(=O)C(c2ccccc2)c2ccccc2)cc1	-6	-11
13	N#Cc1c2n(c3c(=O)n(Cc4ccccc4)cnc13)CCCC2	-13	9
14	O=C(Nc1ccccc1F)C1CCCN(S(=O)(=O)c2ccccc2)C1 (stereo not given)	0	-6
15	CN1CCN(Cc2nc3ccccc3c(=O)n2Cc2nc(-c3ccc([N+](=O)[O-])cc3)cs2)CC1	12	31
16	CC(C)C(=O)Nc1ccc(NC(=O)c2ccccc2Cl)nc1	-14	2

Shown in transposed form: three of the compounds above.
2) Cc1ccc(C(OC(=O)c2ccco2)C(=O)NC2CCCCC2)cc1 (stereo not given)
16) CC(C)C(=O)Nc1ccc(NC(=O)c2ccccc2Cl)nc1
10) CC(C)CCNC(=O)c1ccc2c(c1)ncn2C1CCCCC1
screen / no.	2	16	10
Mcl-1 Bim block	-3	0	-2
GSH fluor	12	5	12
RGS4-Gao reg	97	96	98
ABCB1 block	0.4	0.3	0.3
ABCG2 block	2	2	1
Avidin fluor	44	10	34
RGS8-Gao reg	96	100	100
Mcl1-Bid inh	-1	-14	-11
Mcl1-Noxa inh	-8	2	-1
Pf gamet viab	5	9	29
RGS7-Gao reg	97	96	102

(listing goes on)
Order of results – Mcl-1 Bim block	GSH fluor	RGS4-Gao reg	ABCB1 block	ABCG2 block	Avidin fluor	RGS8-Gao reg	Mcl1-Bid inh	Mcl1-Noxa inh	Pf gamet viab	RGS7-Gao reg
21	COc1ccc2c(c1)CCc1c(C(=O)N3CCOCC3)noc1-2
 : -1	16	102	-0.3	-1	34	103	-5	17	x	100
22	OCCNNC(=S)NC1CC2C=CC1C2 (stereo not given)
 : x	x	99	x	x	10	101	-134	-36	5	u
23	CCOC(=O)/C=C1/N(C)c2ccccc2C1(C)C
 : x	x	95	x	x	7	98	-71	1	2	u
24	O=C(Cc1c(F)cccc1Cl)N(Cc1ccccc1)c1ccccn1
 : 0	14	98	-0.6	0	10	99	-5	7	-4	u
25	CCc1c(C)nc2c(C#N)c(C)[nH]n2c1=O
 : 1	6	110	0.7	2	24	102	-91	0	-7	102
26	Cc1ccc(/C=C/C(=O)NC(=S)Nc2ccccc2C(=O)NC2CCCCC2)cc1
 : 0	9	112	-0.6	0	9	105	-40	0	x	105
27	COC(=O)c1[nH]c2ccccc2c1NC(=O)CN1CCCCCC1
 : 1	25	106	-0.1	1	5	106	-19	24	x	106
28	CC[n+]1c(/C=C/c2c[nH]c3ccccc23)ccc2cc(C)ccc21
 : 14	54	129	23	84*	29	100	-44	-179	4	124
29	CN(C1CCS(=O)(=O)C1)S(=O)C12CC3CC(CC(C3)C1)C2 (stereo not given)
 : -4	28	99	0.7	0	23	99	-25	-11	x	100
30	CCCNC(=O)CN(C)C(=O)c1n[nH]c2ccccc12
 : 2	59	99	0.2	3	6	98	-21	-7	7	100
31	CC(C)c1ccc(-c2c(C#N)c(N)nc(SCC(=O)N3CCCCCC3)c2C#N)cc1
 : 0	11	95	0.2	8	12	96	-23	-168	9	98
32	C=CCC1CCCCC12NC(=O)N(c1ccccc1)N2 (stereo not given)
 : x	x	96	x	x	6	100	-46	24	10	u
33	N#C/C=C\Oc1ccc(Cl)cc1N
 : -4	21	101	0.7	6	21	96	-7	3	x	100
34	COc1ccc(/C=C/C(=O)ONC2=NCCCCC2)cc1OC
 : 0	15	100	0.0	4	10	101	-4	7	2	102
35	CCCCOC(=O)C1=C(C)NC2(O)c3ccccc3C(=O)C12O (stereo not given)
 : 12	10	99	-0.3	-1	32	100	-22	1	x	97
36	COc1cc(C2c3c(oc4ccccc4c3=O)C(=O)N2Cc2ccncc2)ccc1O (stereo not given)
 : -1	51	105	1.0	2	23	98	-62	11	x	104
37	O=C(NCc1nnc(SCC(=O)N2CCCc3ccccc32)o1)c1ccccc1F
 : -2	13	106	1.0	2	28	107	-4	13	12	111
38	COCn1ccnc1C(O)(c1ccc(OC)cc1)c1ccc(OC)cc1
 : -2	7	98	1.2	5	3	100	-2	-19	-6	97
39	CCOC(=O)C(C)Sc1nc(-c2ccccc2)nc2ccccc12 (stereo not given)
 : 0	11	104	-0.4	1	29	105	-2	9	1	105
40	COc1cc(C2SC(C)C(=O)N2CCc2ccccc2)cc(OC)c1OC (stereo not given)
 : 0	22	105	2.7	5	9	101	-27	10	4	104
41	CCCCn1c(SCC(=O)N(CC)C2CCS(=O)(=O)C2)nnc1C(CC)N(C)C (stereo not given)
 : 1	11	101	0.8	5	24	98	-68	12	x	97
42	CCOC(=O)C1=C(C)NC(C)=C(C(=O)OCC)C1C(=O)OCC(=O)N(CC)C1CCS(=O)(=O)C1 (stereo not given)
 : -1	10	101	0.4	0	12	99	-48	21	-5	103
43	CCCCn1c(SCC(=O)Nc2ccccc2C(F)(F)F)nc2ccsc2c1=O
 : -5	24	97	1.6	21	25	101	-46	-11	10	97
44	Cn1/c(=N/N=C/c2ccc(N3CCOCC3)cc2)sc2ccccc21
 : 0	20	96	-0.7	-2	9	99	-29	13	3	u
45	CCCn1nc(C(=O)OCC(=O)Nc2cccc(S(N)(=O)=O)c2)c2ccccc2c1=O
 : 0	17	97	0.4	7	9	98	-12	7	x	u
46	Cc1ccc(S(=O)(=O)NC2OC(=O)C(Cl)=C2Cl)cc1 (stereo not given)
 : -4	35	99	0.1	0	10	99	4	0	x	100
47	CC(=O)c1nn(-c2cccc(Br)c2)cc1C(=O)c1ccc2ccccc2c1
 : 1	33	103	0.2	1	4	102	3	18	-8	100
48	O=C(Cc1ccc(Cl)cc1)NC(=S)Nc1ccccc1N1CCOCC1
 : -5	19	97	0.7	4	13	103	-7	4	x	102
49	COCCCNC1=C(Cl)C(=O)c2ccccc2C1=O
 : x	x	100	x	x	6	101	-41	25	-3	u
50	CCCCn1nnnc1SCC(=O)Nc1ccc(F)cc1
 : 1	15	102	0.7	4	6	102	4	-6	-16	100
51	COC(=O)c1sccc1-c1ccc(/C=N/OC(=O)c2ccccc2)o1
 : -3	13	97	0.0	0	30	99	1	0	-10	95
52	CN1/C(=C\C(=O)C[n+]2cccc(C(N)=O)c2)C(C)(C)c2ccccc21
 : 0	12	104	-0.6	-2	21	105	-31	-8	-23	101
53	Cc1[nH]ccc(=O)c1OCc1c(F)cccc1Cl
 : -1	14	107	-0.1	-2	20	103	-25	-6	11	u
54	CCN(CC)c1ccc(/C=N/N2CCN(Cc3ccccc3Cl)CC2)c(O)c1
 : x	x	99	x	x	7	100	-26	-6	-27	u

Compound activity deposited in PubChem BioAssay by several laboratories.

Random draw from the library. About 3.3% of those tested had a hit in this group.
